# GAA850 FXN act – FXN promoter activators, primary screen, cell-based, luciferase luminescence, HEK293 lucGAA850; HEK293 lucGAA850 FXN promoter luciferase reporter, 24 h; percent of 10 µM SAHA response; activation, % at 6 µM; 360,000 compounds, 0.56% hits; AID 540364, 2011;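 active = activation above the average of all compounds screened plus 3 SD, cutoff fixed separately per campaign, cut at about 7.5% in these data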;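 note: 0% = DMSO wells and 100% = 10 µM SAHA wells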
# ssDAF12 agonist – S. stercoralis DAF-12 nuclear receptor activators, primary screen, cell-based, luminescence, HEK293, GRIP1 co-expression, lit1-tk-luc; 370,000 compounds, 1% hits; activation, % at 6.8 µM; HEK293 ssDAF-12/GRIP1 lit1-tk-luc reporter; % of 3 µM dafachronic acid response;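 active = activation above the mean over all tested compounds plus 3 SD, cut at about 0.9% in these data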;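 note: 0% = DMSO-only wells and 100% = 3 µM delta7-dafachronic acid wells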
# PLC-beta3 inh – human PLC-beta3 inhibitors, primary screen, biochemical, fluorescence | 1-phosphatidylinositol 4,5-bisphosphate phosphodiesterase beta-3 (Homo sapiens), Q01970 | Purified PLC-beta3, fluorogenic substrate | inhibition, % at 12.2 µM | 370,000 compounds, 0.18% hits; in the data active = inhibition above about 11%;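 note: 0% = median of compound wells on plate and 100% = full blocker control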
# sPLA2-III inh – human group III sPLA2 inhibitors, primary screen, biochemical, QFRET, BODIPY PC-A2 liposome substrate. QFRET BODIPY PC-A2 liposome hydrolysis, fluorescence. Group 3 secretory phospholipase A2 (Homo sapiens), Q9NZ20. inhibition, % at 12.2 µM. 370,000 compounds, 0.56% hits;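 active = inhibition above mean plus 3 SD of compounds lying within the high and low control bounds, cut at about 19% in these data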;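 note: 0% = median of test compound wells and 100% = no enzyme DMSO wells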
# Target sequence (Q9NZ20 whole entry, looked up): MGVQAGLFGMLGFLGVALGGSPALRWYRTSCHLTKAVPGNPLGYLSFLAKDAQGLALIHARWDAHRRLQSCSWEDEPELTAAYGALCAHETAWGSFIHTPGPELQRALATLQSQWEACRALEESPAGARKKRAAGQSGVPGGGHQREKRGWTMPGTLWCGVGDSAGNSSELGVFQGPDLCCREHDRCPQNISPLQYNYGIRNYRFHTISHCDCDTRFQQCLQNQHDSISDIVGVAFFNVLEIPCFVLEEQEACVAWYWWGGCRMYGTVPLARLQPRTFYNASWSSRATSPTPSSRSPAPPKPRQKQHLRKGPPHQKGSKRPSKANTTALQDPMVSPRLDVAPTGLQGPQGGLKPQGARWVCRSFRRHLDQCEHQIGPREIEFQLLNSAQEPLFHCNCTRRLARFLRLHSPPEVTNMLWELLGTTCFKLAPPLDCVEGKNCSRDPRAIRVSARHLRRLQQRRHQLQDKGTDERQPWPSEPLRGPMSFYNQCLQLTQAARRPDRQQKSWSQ
# hcDAF12 agonist – H. contortus DAF-12 nuclear receptor activators, primary screen, cell-based, luminescence, HEK293, lit1-tk-luc reporter; 370,000 compounds, 1.4% hits; HEK293 hcDAF-12 lit1-tk-luc reporter; 0% DMSO, 100% Δ7-dafachronic acid; activation, % at 6.8 µM;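 active = activation above the mean of all tested compounds plus 3 SD, cut at about 5.5% in these data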;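 note: 100% = response to 3 µM Δ7-dafachronic acid high control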
# Rev-erbA mod – modulators of Rev-erb alpha DNA binding, primary screen, biochemical, FITC-DNA, fluorescence polarization, uHTS; Nuclear receptor subfamily 1 group D member 1 (Homo sapiens), P20393; Rev-erbα–FITC-DNA binding, 90 min; activity, % at 10 µM; 370,000 compounds, 0.79% hits; AID 1259318, 2017;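 active = activity above about 14%, limit read from the data; passing the limit was not always enough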;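 note: 0% = DMSO wells with 35 nM protein and 100% = DMSO wells with 750 nM protein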
# Target sequence (P20393 whole entry, looked up): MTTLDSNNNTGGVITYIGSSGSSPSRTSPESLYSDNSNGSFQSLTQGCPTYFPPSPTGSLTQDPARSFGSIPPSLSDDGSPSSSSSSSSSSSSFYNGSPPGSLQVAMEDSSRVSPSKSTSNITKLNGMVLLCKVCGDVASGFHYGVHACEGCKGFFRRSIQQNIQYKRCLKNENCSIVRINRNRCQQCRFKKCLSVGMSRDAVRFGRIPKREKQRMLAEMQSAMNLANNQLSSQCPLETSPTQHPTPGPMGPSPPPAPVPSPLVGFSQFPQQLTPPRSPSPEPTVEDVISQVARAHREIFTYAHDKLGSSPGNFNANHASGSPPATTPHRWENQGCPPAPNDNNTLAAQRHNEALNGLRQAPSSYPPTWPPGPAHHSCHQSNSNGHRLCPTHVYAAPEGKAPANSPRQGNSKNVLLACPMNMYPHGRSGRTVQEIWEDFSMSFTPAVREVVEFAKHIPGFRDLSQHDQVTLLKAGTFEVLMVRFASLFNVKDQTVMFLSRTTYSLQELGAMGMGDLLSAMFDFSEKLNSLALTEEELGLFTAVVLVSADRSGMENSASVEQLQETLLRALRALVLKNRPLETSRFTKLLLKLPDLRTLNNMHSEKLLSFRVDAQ
# DAX1 inh-1 – DAX1 (NR0B1) inhibitors, primary screen, cell-based, HEK293, Gal4-DAX1, luciferase luminescence | 340,000 compounds, 0.99% hits | Nuclear receptor subfamily 0 group B member 1 (Homo sapiens), P51843 | HEK293 Gal4-DAX1 luciferase reporter | AID 504766, 2011 | inhibition, % at 6.75 µM;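 active = inhibition above the mean over all tested compounds plus 3 SD, cut at about 4.2% in these data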;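 note: 0% = DAX1-transfected cells with DMSO and 100% = empty-vector control cells with DMSO; inhibition shows as a rise in luminescence from relieved DAX1 repression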
# hgDAF-12 ag – H. glycines DAF-12 receptor agonists, primary screen, cell-based, luminescence, HEK293, GAL4 fusion, UAS-luciferase | Nuclear hormone receptor DAF-12 (Heterodera glycines), GAL4 fusion | HEK293 GAL4-hgDAF12 UAS-luciferase reporter, agonist luminescence; normalized to butyrate control | activation, % at 6.8 µM | 370,000 compounds, 1.8% hits;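 active = activation above a cutoff set at the mean of all screened compounds plus 3 SD, cut at about 10% in these data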;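 note: 0% = DMSO wells and 100% = sodium butyrate wells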
# PG9 binder – binders of HIV-1 gp120 antibody PG9, primary screen, biochemical, TR-FRET; HIV-1 gp120 / PG9 antibody interaction; TR-FRET gp120-PG9 antibody binding; inhibition, % at 6.7 µM; 360,000 compounds, 0.43% hits; in the data active = inhibition above about 8.5%
# DAX1 inh-2 – DAX1 (NR0B1) inhibitors on StAR promoter, primary screen, cell-based, luminescence, SF-1 (NR5A1), full-length DAX-1; HEK293T StAR-luciferase reporter, SF-1/DAX-1 repression relief; inhibition, % at 6.8 µM; 370,000 compounds, 1.1% hits; AID 652010, 2013;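 active = inhibition above the mean over all tested compounds plus 3 SD, cut at about 3.6% in these data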;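 note: 0% = DAX-1 cells with DMSO and 100% = cells lacking DAX-1 with DMSO; higher inhibition means more luminescence from relief of DAX-1 repression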
# SMARCA2 act – SMARCA2 (BRM) function activators, primary screen, cell-based, luminescence, high throughput; AID 652017, 2013; activation, % at 9.1 µM; 370,000 compounds, 1% hits; MG213 cells, MMTV-luciferase reporter, dexamethasone, overnight; in the data active = activation above about 7.8%;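 note: 0% = vehicle wells and 100% = reference activator wells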
# Numbers without * were called inactive; i = inactive; / = not tested or not shown.
SMILES,GAA850 FXN act,ssDAF12 agonist,PLC-beta3 inh,sPLA2-III inh,hcDAF12 agonist,Rev-erbA mod,DAX1 inh-1,hgDAF-12 ag,PG9 binder,DAX1 inh-2,SMARCA2 act
CCC1Cc2c(nc(N)c3c(N)nc(N4CCOCC4)c(C#N)c23)O1 (centres undefined),0.0,-0.7,i,3.3,-1.4,-8.7,-0.5,-1.9,-0.8,-1.1,0.8
CC(C)(C)c1ccc(OCC(=O)NN2Cc3ccccc3C2=N)cc1,0.6,-1.3,-2.1,1.3,0.1,-2.2,-0.6,-0.1,0.6,0.5,-1.6
COCCNC(=O)COc1ccc(C)cc1C(=O)c1cc(C#N)c(=O)n(C2CC2)c1,0.2,-1.6,2.2,2.4,-1.3,1.6,3.2,3.2,-1.3,-0.2,4.6
COc1cccc(NS(=O)(=O)c2cc(C)ccc2OC)c1,0.0,-0.4,2.3,-6.7,-1.9,-0.7,-0.1,0.0,-1.3,-0.3,0.6
CCOc1ccc(NC(=O)Nc2nc(SCC)ns2)cc1,-2.1,-1.4,-5.6,-4.1,-0.8,-6.0,-2.3,-2.5,0.6,-1.2,-0.9
COc1ccc(OC)c(Cc2nnc(CCC(=O)NCc3nc4ccccc4s3)o2)c1,1.9,-0.4,1.8,-2.8,0.3,3.1,2.4,2.9,-0.4,-0.1,-0.3
O=C(NCCN1C(=O)S/C(=C\c2cccnc2)C1=O)c1ccc(S(=O)(=O)N2CCCC2)cc1,1.5,-1.1,-4.9,-1.3,0.1,-4.0,-0.7,0.6,0.1,-0.2,1.6
Cc1ccc2nc(C)c3c(c2c1)N(c1ccc(F)cc1)CC3,-2.0,-1.6,-410.9,14.9,-2.1,-0.1,/,2.0,1.1,0.3,-2.3
CCc1noc(C)c1C(=O)N1CCN(S(=O)(=O)c2ccc(Cl)s2)CC1,0.6,-1.1,1.6,2.3,-0.4,-2.1,1.6,-2.6,-0.4,0.4,1.3
O=C(O)c1ccc(COc2c(F)c(F)c(F)c(F)c2F)o1,-1.7,-1.5,-0.3,-3.2,-1.3,3.2,-0.3,-2.0,-1.8,-0.9,2.7
Cc1ccc(-c2nnc3c4ccccc4c(C)nn23)cc1S(=O)(=O)N1CCN(C)CC1,1.2,-0.2,-1.0,-0.8,3.3,0.1,1.5,-2.1,1.1,0.4,1.6
Cc1ccc(NS(=O)(=O)c2ccc3c(c2)NC(=O)CO3)cc1,-2.1,-0.9,-8.6,-15.5,-1.5,1.7,0.5,0.4,0.8,-0.6,-3.2
O=C(CCS(=O)(=O)c1ccccc1)Nc1nc2cc3c(cc2s1)OCO3,1.2,-1.4,-7.9,-2.4,1.2,-2.0,4.9*,-1.4,-0.4,0.1,0.9
COc1cc2c(cc1OC)CN(C(=O)C(C)(C)C)CC2,-0.6,-1.0,-9.4,9.5,-1.5,-1.1,-1.0,-1.1,0.7,0.0,0.5
C=CCN(c1ccccc1OC)S(=O)(=O)c1cccc(C(=O)OCC(=O)c2c[nH]c3ccccc23)c1,-3.9,-1.2,3.0,-26.0,0.0,-0.4,-2.5,1.7,0.8,-1.2,-3.6
O=C(NCc1ccco1)C(=O)NN=Cc1ccccc1O,/,-0.7,-17.5,-0.4,0.8,4.0,/,0.5,-0.5,1.2,-0.3
COc1ccc2ccccc2c1C=Nn1c(-c2n[nH]c3c2CCC3)n[nH]c1=S,/,-0.7,-0.1,10.4,-1.1,5.5,/,-0.5,/,1.1,-0.8
COc1cc(/C=N/N2CCN(c3ccccc3OC)CC2)ccc1OC(C)=O,2.3,-0.7,-1.3,5.2,0.5,1.1,0.6,3.9,-2.1,-0.1,2.1
CC(C)Sc1ncnc2[nH]ncc12,2.1,-1.8,-5.5,-15.0,-0.2,0.1,0.1,0.0,0.9,0.7,-4.5
Cc1ccc(-c2noc(C3CCCN(C(=O)c4cccc(Cl)c4)C3)n2)o1 (centres undefined),3.7,-0.3,1.2,-4.8,-0.7,-4.9,2.2,4.0,0.4,0.6,4.5

# Filtered by structure: those above with a furan ring, fused or not
SMILES,GAA850 FXN act,ssDAF12 agonist,PLC-beta3 inh,sPLA2-III inh,hcDAF12 agonist,Rev-erbA mod,DAX1 inh-1,hgDAF-12 ag,PG9 binder,DAX1 inh-2,SMARCA2 act
O=C(O)c1ccc(COc2c(F)c(F)c(F)c(F)c2F)o1,-1.7,-1.5,-0.3,-3.2,-1.3,3.2,-0.3,-2.0,-1.8,-0.9,2.7
O=C(NCc1ccco1)C(=O)NN=Cc1ccccc1O,/,-0.7,-17.5,-0.4,0.8,4.0,/,0.5,-0.5,1.2,-0.3
Cc1ccc(-c2noc(C3CCCN(C(=O)c4cccc(Cl)c4)C3)n2)o1 (centres undefined),3.7,-0.3,1.2,-4.8,-0.7,-4.9,2.2,4.0,0.4,0.6,4.5

# Next part.
SMILES,GAA850 FXN act,ssDAF12 agonist,PLC-beta3 inh,sPLA2-III inh,hcDAF12 agonist,Rev-erbA mod,DAX1 inh-1,hgDAF-12 ag,PG9 binder,DAX1 inh-2,SMARCA2 act
Cc1ccc(NCc2nnc(SCC(=O)c3ccc4c(c3)OCCO4)o2)c(C)c1,0.5,-1.9,0.7,-6.3,0.1,-4.3,0.0,1.7,-0.8,-0.4,-1.8
O=C(O)CCCCn1c(SCc2ccccc2Cl)nc2ccsc2c1=O,-2.5,-1.4,-1.2,-17.0,-0.6,1.4,4.7*,-0.3,0.4,-0.3,-1.6
CCc1ccc(NC(=O)CNCc2ccc(OC)c(OC)c2)cc1,2.6,-0.5,8.0,4.8,-0.7,2.9,1.6,-0.8,1.0,0.1,-0.9
CC12CCC=CC1=C(C=O)C1C2CCC2(C)C(O)CCC12 (centres undefined),0.8,-1.4,-5.2,1.8,-2.5,-4.9,-1.2,-5.5,0.9,-2.1,-3.8
CC(C)c1ccc(S(=O)(=O)N2CCN(CCC(=O)Nc3ccc(N(C)C)cc3)CC2)cc1,0.4,0.0,0.3,-0.7,0.7,-2.7,0.1,0.9,0.7,-0.9,-1.0
O=C(COc1ccccc1)OCc1cc(-c2ccco2)on1,1.4,-1.2,-10.8,3.5,-1.2,-1.4,0.2,-0.6,0.2,-0.4,-0.6
Cc1cccc(-n2ccnc2SCC(=O)O)c1C,-0.6,-1.2,-5.5,6.9,0.8,2.7,0.2,1.6,-0.1,0.4,-3.8
COc1ccc[nH]c1=O,-0.7,-1.9,0.6,3.2,-0.6,-0.3,0.8,-0.9,-0.7,0.3,-0.3
CC[C@@H](C)[C@H](NC(=O)OC(C)(C)C)c1nnc(S(=O)(=O)Cc2cc(C)ccc2C)o1,-3.0,-0.2,4.9,-13.0,-0.6,6.4,-0.5,-4.6,0.8,-0.5,-4.5
CCCNC(=O)c1ccc(SC)cc1OC,1.0,-0.8,1.1,2.7,-2.1,0.1,0.9,0.1,-0.1,-0.1,-3.0
CCCC(=O)N(CCN1CCOCC1)c1nc2c(OC)ccc(OC)c2s1,2.3,-1.1,-5.8,2.1,0.6,-7.5,1.8,1.5,2.1,0.1,-0.7
CCOc1cc(C2C(C#N)=C(N)Oc3n[nH]c(-c4ccncc4)c32)cc([N+](=O)[O-])c1O (centres undefined),-0.5,-0.5,0.7,1.7,-1.6,11.3,/,-2.2,-3.1,-0.1,-1.8
CN(C)CCN1C(=O)C(O)=C(C(=O)c2cc3ccccc3o2)C1c1cccc(Br)c1 (centres undefined),-0.8,-0.9,-13.0,-4.6,-0.8,6.2,1.6,1.9,31.5*,1.1,1.9
CCCCCC(=O)Nc1cc(S(=O)(=O)N2CCOCC2)ccc1N1CCCC1,-0.7,-1.3,-15.3,3.3,-1.1,-4.9,0.2,-2.5,-2.8,-0.7,-2.1
CCOC(=O)CC1C(C(=O)OCC)ON2OC(C(=O)OC)C(C(=O)OCC)C12 (centres undefined),0.5,-0.8,0.9,7.7,-1.3,-1.3,0.1,0.1,-1.4,0.3,3.8
COC(=O)[C@H](Cc1ccccc1)NC(=O)N(C)Cc1ccccc1,3.5,-1.9,-1.2,-1.7,-0.5,8.5,0.4,1.4,0.7,-0.3,-1.3
CCOC(=O)C(Cc1c[nH]c2ccccc12)NC(=O)CNC(C)=O (centres undefined),-1.8,-1.4,-0.4,-2.6,0.7,-3.3,-0.8,-0.3,-1.5,-0.5,-0.5
COC(=O)CC(NC(=O)c1ccc(C)cc1)c1ccc2c(c1)OCO2 (centres undefined),1.0,-0.4,2.5,8.1,-1.4,-4.4,-1.0,-3.0,0.0,-0.7,-0.3
CC(C)CC(=O)Nc1ccc(Cc2ccncc2)cc1,-0.9,0.3,-3.5,1.9,0.4,-2.0,-0.4,0.5,-1.0,0.2,2.4
O=C(c1ccc(Br)cc1)N1CCCC1,0.4,-1.1,2.3,2.3,-3.2,-0.5,-0.5,0.1,-0.7,0.0,5.0
CC(C)C1C(=O)N(Cc2cn(CC3CCCCC3)nn2)CCS(=O)(=O)N1Cc1ccc(-c2cccc(CO)c2)cc1 (centres undefined),-4.4,-1.0,0.5,-52.7,-1.4,-4.5,-1.6,-5.8,0.4,-0.6,-4.4
COc1ccc2[nH]c(=O)c(-c3nnn(-c4ccccc4)n3)cc2c1,2.8,-0.7,-151.6,3.6,2.1,1.0,0.6,3.9,0.2,-0.2,3.1
CCOC(=O)c1[nH]nc(-c2cc(CC)c(O)cc2O)c1-c1cscn1,-2.6,-0.2,0.7,-7.2,-2.2,-1.6,-1.9,-1.9,0.1,-1.7,-1.9
Fc1ccc(NC(=S)NCc2cccs2)cc1,-1.5,-1.1,3.1,-0.4,-0.9,-1.5,-1.7,-0.3,-0.8,-1.0,3.9
COc1ccc(OCCNC(=O)Nc2cc(F)c(F)cc2Cl)cc1,0.0,-1.3,-5.5,-7.0,-2.2,-4.6,-0.1,-3.0,1.1,-1.0,-0.6
COC(=O)C(C)(N)Cc1ccc(O)cc1 (centres undefined),-0.5,-1.0,3.6,-3.2,-0.4,-6.6,-0.7,2.6,-1.1,-0.5,-2.3
CC(=O)Nc1ccc(CN2C(=O)C(C)(C)ON=C2c2ccc(NC(C)=O)cc2)cc1,0.3,-1.0,0.8,12.1,-0.7,5.7,/,-1.5,-2.2,-0.1,0.6
